# High-throughput results from PubChem BioAssay.
# PV pol inh = poliovirus RNA polymerase inhibition; poliovirus polymerase elongation, fluorescence polarization; active compounds read low; % elongation, % (compound at 16.7 µg/mL); AID 588519; actives 0.66% (n = 150,000); in the data active means % elongation below about 90%; further: some results filed as inactive read as strong as hits
# Target sequence (P03300 1749-2209 limits assumed): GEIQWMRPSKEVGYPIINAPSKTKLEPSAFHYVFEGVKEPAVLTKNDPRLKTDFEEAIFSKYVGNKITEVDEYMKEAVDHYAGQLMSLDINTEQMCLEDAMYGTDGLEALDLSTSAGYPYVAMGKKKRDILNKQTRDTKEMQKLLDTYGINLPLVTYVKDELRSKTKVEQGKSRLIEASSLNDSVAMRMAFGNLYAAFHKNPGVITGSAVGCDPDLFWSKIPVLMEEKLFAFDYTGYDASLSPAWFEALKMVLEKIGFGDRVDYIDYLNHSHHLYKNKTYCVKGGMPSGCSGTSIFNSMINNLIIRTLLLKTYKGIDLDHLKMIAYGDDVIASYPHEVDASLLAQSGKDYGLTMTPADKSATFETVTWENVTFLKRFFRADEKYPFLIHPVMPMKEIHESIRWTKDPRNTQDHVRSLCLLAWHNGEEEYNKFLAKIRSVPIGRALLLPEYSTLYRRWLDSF
# PV pol inh FP z-score = also measured in PV pol inh; calls as there; z-score; measured here: FP z-score; hits read low
# * hit, by the source's call.
# Preview (5 entries):
1	O=C(OCc1cc(=O)n2nc(C3CCCCC3)sc2n1)c1ccccc1Cl
2	O=c1[nH]c2cc3c(cc2cc1C(c1nnnn1C1CCCC1)N1CC=C(c2ccc(F)cc2)CC1)OCO3 (centres undefined)
3	O=C(O)CC(c1ccccc1)N1C(=O)c2ccccc2C1=O (centres undefined)
4	CCCN(C(=O)c1cc2c(Cl)nc3ccccc3c2s1)c1cccc(C)c1
5	Cc1ccc2nc(-c3ccccn3)c(Nc3ccc(F)cc3)n2c1

compound no.,1,2,3,4,5
PV pol inh,114,104,99,105,107
PV pol inh FP z-score,1.6,0.8,-0.5,0.2,0.4

# This part in full, previewed entries included:
1	O=C(OCc1cc(=O)n2nc(C3CCCCC3)sc2n1)c1ccccc1Cl
2	O=c1[nH]c2cc3c(cc2cc1C(c1nnnn1C1CCCC1)N1CC=C(c2ccc(F)cc2)CC1)OCO3 (centres undefined)
3	O=C(O)CC(c1ccccc1)N1C(=O)c2ccccc2C1=O (centres undefined)
4	CCCN(C(=O)c1cc2c(Cl)nc3ccccc3c2s1)c1cccc(C)c1
5	Cc1ccc2nc(-c3ccccn3)c(Nc3ccc(F)cc3)n2c1
6	CC(C)c1cc(C(=O)N/N=C/c2ccccc2)n[nH]1
7	COc1cccc(-c2nn(C)c3sc(C(=O)N4CCCCC4C)cc23)c1 (centres undefined)
8	CCn1c2ccccc2c2cc(NC(=O)NCc3noc4ccccc34)ccc21
9	Cc1ccc(NC(=O)c2nc(S(C)(=O)=O)ncc2N(Cc2ccccc2)Cc2ccco2)c(C)c1
10	O=C(Nc1sc2c(c1-c1nc3ccccc3s1)CCCC2)C1=COCCO1

compound no.,1,2,3,4,5,6,7,8,9,10
PV pol inh,114,104,99,105,107,105,103,101,111,101
PV pol inh FP z-score,1.6,0.8,-0.5,0.2,0.4,0.7,0.4,-0.4,1,-0.1

11	O=C(O)C1=Cc2sc3c(c2CS1)CCCC3
12	N=c1c(S(=O)(=O)c2ccccc2)cc2c(=O)n3ccccc3nc2n1Cc1cccnc1
13	O=c1[nH]c2ncccc2c(=O)n1Cc1ccccc1
14	CC(=O)c1ccc(NC(=O)C2CCN(S(=O)(=O)c3ccc4c(c3)CCCN4C(=O)C3CCC3)CC2)cc1
15	COc1ccc(CNC(=O)Cc2c(C)c3c(cc(C)c4c(C)coc43)oc2=O)cc1OC
16	O=C(c1ccc(Cl)cc1)N(c1ccccn1)C1CCCCC1
17	Cc1ccc(S(=O)(=O)c2nc(-c3ccco3)oc2SCc2ccccc2Cl)cc1
18	Cc1ccccc1Cn1cnc2ccccc21
19	Cc1cccc(-c2nc3ccccc3o2)c1
20	CCN(CC)c1ccc(NS(=O)(=O)c2ccc(F)cc2)cc1

compound no.,11,12,13,14,15,16,17,18,19,20
PV pol inh,100,101,102,112,108,105,107,102,100,98
PV pol inh FP z-score,-0.8,0,0.1,1.1,0,0.3,0.6,0.1,-0.2,-1

21	O=C(c1ccc(CS(=O)Cc2cccc(Cl)c2)o1)N1CCN(Cc2ccccc2)CC1 (centres undefined)
22	Cc1c(C(=O)N(C)C)sc2c1c(=O)n(-c1ccccc1C(F)(F)F)c(=O)n2Cc1cccc(F)c1
23	N=c1sccn1CC(=O)NC(=O)NC1CCCC1
24	C/C(Cn1c(=O)oc2ccccc21)=N\OC(=O)c1ccc(Cl)cc1
25	CC(C(=O)NCC1CCCCC1)N1CCN(c2ccc(F)cc2)CC1 (centres undefined)
26	Cc1sc2nc(CSCC(=O)NC(=O)c3cccn3C)[nH]c(=O)c2c1C
27	COc1ccc2c(CNCc3ccco3)c(C(=O)O)n(Cc3cccc(F)c3)c2c1
28	CCCSCCCn1cnc2c([nH]c3cc(OC)ccc32)c1=O
29	CCOC(=S)SCc1cn2cccnc2n1
30	CCCCCC(=O)N1c2ccccc2C(C)(c2ccccc2)CC1(C)C (centres undefined)

compound no.,21,22,23,24,25,26,27,28,29,30
PV pol inh,101,108,103,103,100,105,106,102,102,103
PV pol inh FP z-score,-0.6,0.4,-0.1,0.3,-0.6,0.5,-0.3,-0.2,0.1,-0.5

31	CCCN1C2=C(C(=O)CCC2)C(c2ccc(O)c(Br)c2)C2=C1CCCC2=O
32	O=C(/C=C/c1cccs1)OCC(=O)N1CCCC1
33	O=C(COc1ccccc1O)Nc1ccccc1
34	O=S(=O)(Cc1cccc(C(F)(F)F)c1)Cc1nc(-c2ccc(C(F)(F)F)cc2)cs1
35	O=C(CS(=O)(=O)Cc1ccccc1)N1CCCc2ccccc21
36	CCc1ccccc1NC(=O)CN1CCN(C(=O)CCS(=O)(=O)c2ccc(C)cc2)CC1
37	COc1ccc(NC(=O)CSc2nc3ccccc3nc2N2CCCCC2)cc1
38	Cc1onc(-c2c(Cl)cccc2Cl)c1NC(=O)NNc1cc(Cl)ccc1Cl
39	O=C(O)Cn1nnc(N2CCCC2)n1
40	CN(C)CCCNc1nc(-c2cccs2)nc2sc3c(c12)CCCC3

compound no.,31,32,33,34,35,36,37,38,39,40
PV pol inh,103,100,107,102,97,105,106,102,103,100
PV pol inh FP z-score,0.2,-0.4,0.2,-0.4,-1,0.3,0.2,0.3,0.3,-0.3

41	C=CCC(C(=O)OC)N1CCOCC1 (centres undefined)
42	O=C(CSc1nnc(-c2cccnc2)n1C1CC1)c1c[nH]c2ccccc12
43	COc1ccc(OCCN(C)C(=O)c2ccc(-n3cccn3)cc2)cc1
44	Cc1c(N=C2C(=O)Nc3ccccc32)c(=O)n(-c2ccccc2)n1C
45	C=CCSc1nnc2n(-c3ccccc3)c(=O)c3c(C)c(C)sc3n12
46	COc1cccc(-n2c(=O)c3sccc3n(Cc3ccc(F)cc3Cl)c2=O)c1
47	Cc1ccc(S(=O)(=O)N2CCN(C(=O)CSc3ccccn3)CC2)c(C)c1
48	COc1cc(C)c(N)cc1C(C)C
49	O=C(CCN1C(=O)c2cccnc2Sc2ccccc21)N1CCCCC1
50	COc1cc2c(cc1NC(=O)c1cc(C)oc1C)oc1ccccc12

compound no.,41,42,43,44,45,46,47,48,49,50
PV pol inh,101,105,101,102,100,101,103,99,101,105
PV pol inh FP z-score,-0.3,0.2,-0.3,0.1,-0.4,-0.3,0.1,-1.3,0.1,0.4

51	O=C(O)c1ccc(-n2c(-c3ccccc3)cc3c2CCCC3)cc1
52	CCOc1ccc(CCNC(=O)Cn2nc(C)n3cccc3c2=O)cc1OCC
53	CC1CCCCN1CC(=O)N1CCN(C(=O)CN2CCCCC2C)CC1 (centres undefined)
54	CCC(C)NC(=O)Cn1c(=O)n(-c2ccc(C)c(C)c2)c(=O)c2c3c(sc21)CCCCC3 (centres undefined)
55	CCOc1cccc(C(=O)Nc2ccc3oc(-c4ccc(C(C)(C)C)cc4)nc3c2)c1
56	CC(=O)Nc1ccc(/C=N/NC(=S)NC(C)C)cc1
57	COc1ccccc1NS(=O)(=O)c1cccc(C(=O)Nn2cnnc2)c1
58	CCN(CC)C(=O)c1ccc(O)c(OC)c1
59	COC(=O)c1scc(-c2ccccc2)c1S(=O)(=O)Nc1cccc(C)c1C
60	CC(=O)N1CC(C)Sc2cc(S(=O)(=O)N(C)c3ccc(C)cc3)ccc21 (centres undefined)

compound no.,51,52,53,54,55,56,57,58,59,60
PV pol inh,103,104,100,106,108,108,72*,100,111,103
PV pol inh FP z-score,-0.1,0,-0.8,0,0.9,0.6,-3.6*,0,1.2,0.5

# Whole records, quoted from the list. Screens in order: PV pol inh, PV pol inh FP z-score
# Listed for COC(=O)c1scc(-c2ccccc2)c1S(=O)(=O)Nc1cccc(C)c1C : 111, 1.2
# Listed for COc1ccccc1NS(=O)(=O)c1cccc(C(=O)Nn2cnnc2)c1 : 72*, -3.6*
# Listed for CCOc1ccc(CCNC(=O)Cn2nc(C)n3cccc3c2=O)cc1OCC : 104, 0

# Other compounds
61	COc1ccc(CN(Cc2ccco2)C(=O)COc2ccccc2Cl)cc1
62	CCc1ccccc1Nc1cc(C(=O)NCCc2ccccc2)c2ccccc2n1
63	N#Cc1ccccc1CSc1nnc(COc2ccccc2Cl)n1C1CC1
64	CCOC(=O)c1sc2nc3n(c(=O)c2c1C)CCCCC3
65	OCc1cc(CO)c(O)c(CCc2ccccc2)n1
66	c1ccc(-c2nnc(N3CCOCC3)nc2-c2ccccc2)cc1
67	O=C1c2ccccc2C(Nc2cccc(C(F)(F)F)c2)N1Cc1ccco1 (centres undefined)
68	O=C(COc1ccc(Cl)cc1Cl)N(c1ccccn1)C1CCCCC1

compound no.,61,62,63,64,65,66,67,68
PV pol inh,104,114,100,100,99,108,98,109
PV pol inh FP z-score,-0.4,1.6,-0.3,-0.7,-0.8,0.9,-0.9,0.7

# Part of the list above, with each value named.
68. O=C(COc1ccc(Cl)cc1Cl)N(c1ccccn1)C1CCCCC1
  PV pol inh = 109 | PV pol inh FP z-score = 0.7

65. OCc1cc(CO)c(O)c(CCc2ccccc2)n1
  PV pol inh = 99 | PV pol inh FP z-score = -0.8

# This is a subset; rates above refer to the full screens.
